GIRK2 act: Activates human GIRK2-containing potassium channels; HEK293 GIRK2/NPY4 cells, thallium flux fluorescence; 34,000 tested, under 10 active; activation (% efficacy), % for hits at 37.5 µM; AID 1259324; P48051;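 active means primary screen hit, no activity in plain HEK293 cells, and in GIRK2-only cells above 5% efficacy rising with concentration; inactive means the rest, including fluorescent compounds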;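 further: efficacy is normalized control-subtracted fluorescence 15 s after thallium addition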
Target sequence (P48051 whole entry, looked up): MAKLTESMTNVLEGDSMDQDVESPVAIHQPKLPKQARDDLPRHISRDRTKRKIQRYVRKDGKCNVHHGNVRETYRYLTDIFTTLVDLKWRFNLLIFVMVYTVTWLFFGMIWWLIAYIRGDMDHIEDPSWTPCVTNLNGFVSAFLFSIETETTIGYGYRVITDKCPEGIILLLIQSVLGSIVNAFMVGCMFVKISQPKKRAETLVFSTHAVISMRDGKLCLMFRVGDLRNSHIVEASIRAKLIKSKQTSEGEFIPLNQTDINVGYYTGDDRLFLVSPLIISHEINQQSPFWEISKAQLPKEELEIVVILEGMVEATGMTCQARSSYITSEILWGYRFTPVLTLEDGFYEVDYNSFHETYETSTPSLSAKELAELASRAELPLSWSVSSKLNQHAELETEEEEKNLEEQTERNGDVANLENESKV
Calls only; i = inactive.

SMILES	GIRK2 act
Cc1ccc2c(=O)c(-c3nc(-c4ccc(Cl)cc4)no3)cn(Cc3ccccc3)c2n1	i
O=S(=O)(NCCN1CCC(c2cccs2)CC1)c1ccccc1Cl	i
Cc1ccc(NC(=O)C(=O)NCC2CCN(Cc3ccco3)CC2)cc1	i
Cn1ccc(C(=O)Nc2c(C(N)=O)oc3ccccc23)n1	i
Cc1ccc(C)c(NC(=O)c2cnc3c(c(C)nn3-c3ccccc3)c2Cl)c1	i
COCCN1CCC(CNC(=O)C(=O)Nc2cccc(F)c2)CC1	i
COc1ccc(-n2nc3c(c2NC(=O)C(=O)N2CCCC2)CSC3)cc1	i
Cc1ccc(Cl)cc1S(=O)(=O)NCC1CCN(C2CCCC2)CC1	i
O=C(NCCN1CCn2cc(OCc3ccccc3)c(=O)cc2C1=O)c1ccc[nH]c1=O	i
COc1cc(OC)cc(N2C(=O)C3N=NN(Cc4nc(-c5cccc(Cl)c5)no4)C3C2=O)c1 (stereo not given)	i
O=C(/C=C/c1ccccc1Cl)NCC1CCN(C(=O)COc2ccccc2)CC1	i
O=C(Nc1cc2c3c(c1)CCC(=O)N3CCC2)c1ccc2c(c1)OCO2	i
CCc1ccc(-c2cc3c(=O)n(Cc4nc(-c5ccc(OC)cc5OC)no4)ccn3n2)cc1	i
Cn1c(=NC(=O)c2ccno2)sc2ccc3ccccc3c21	i
COc1cc(CSc2nnc(-c3ccncc3)o2)cc(OC)c1	i
CS(=O)(=O)N1CCC(C(=O)N2CC(=O)Nc3ccccc32)CC1	i
COc1ccc(S(=O)(=O)Nc2nc(CCC(=O)NCc3ccc4c(c3)OCO4)cs2)cc1	i
O=C(Cn1c(-c2cnccn2)nc2ccccc21)N1CCN(C(=O)c2ccco2)CC1	i
COc1ccc2nc(-c3cccc(NS(=O)(=O)c4ccc5c(c4)OCCO5)c3)cn2n1	i
C(=C\c1nn2c(COc3ccccc3)nnc2s1)/c1cccs1	i
Cc1cc(C)cc(OCC(=O)Nc2ccc(S(N)(=O)=O)cc2)c1	i
CC(C)c1ccc(NC(=O)C(=O)NCCN2CCN(c3ccccc3F)CC2)cc1	i
COc1ccc(OC)c(NC(=O)CCc2c(C)nn(-c3nc(C)c(C)c(=O)[nH]3)c2C)c1	i
O=C(CCN1C(=O)c2ccccc2S1(=O)=O)Nc1cc(Cl)ccc1O	i
COc1cc(NC(=O)NCCCn2nc(-c3ccc(Cl)cc3)ccc2=O)cc(OC)c1	i
Cc1nn(C2CCS(=O)(=O)C2)c2nc(-c3cccs3)cc(C(=O)NCCCc3ccccc3)c12 (stereo not given)	i
O=C(Cc1csc(SCC(=O)c2cccs2)n1)NC1CCCCC1	i
CC(=O)c1c(C)nn(CC(=O)Nc2ccc(Br)cc2)c1C	i
CC(C)NC(=O)N1CCC(c2nnc(-c3ccc(F)cc3)o2)CC1	i
O=C(/C=C\c1ccc2c(c1)OCO2)N1CCN(Cc2nc(-c3cccs3)cs2)CC1	i
O=C(NCc1ccc2c(c1)OCO2)C(=O)NCC(O)C1CCCCC1 (stereo not given)	i
Cc1ccccc1OCC(=O)NCCCCN1CCOC(c2ccccc2)C1 (stereo not given)	i
Cc1nnsc1C(=O)N1CCC(CNC(=O)CSCc2ccccc2)CC1	i
O=C(c1c(F)cccc1F)N1CCC(c2nnc(-c3ccco3)o2)CC1	i
COc1ccc(NC(=O)CSc2nnc(-c3cc(C)oc3C)o2)cc1	i
COc1ccc(CC(=O)NCCNc2nc(C)cc(N(C)C)n2)cc1	i
O=C1Cc2cc(NC(=O)NC(c3ccccc3)c3ccccc3)ccc2N1	i
COc1ccc(S(=O)(=O)NCC(c2cccn2C)N2CCN(C)CC2)cc1OC (stereo not given)	i
Cc1ccc(-n2ccnc2N2CCN(C(=O)CCc3ccccc3)CC2)cc1	i
CCOc1ccccc1C(=O)Nc1ccc2c(c1)N(C(=O)C1CCCC1)CC2	i
Cc1nc(-c2ccccc2)sc1CC(=O)NCCSc1nncn1C	i
O=C(NCCOc1ccc2nnc(-c3ccc(F)cc3)n2n1)c1ccc2nsnc2c1	i
CCSc1nnc(NC(=O)CSc2ccnc3c2c(=O)n(C)c(=O)n3C)s1	i
COC(=O)N1CCC(CNS(=O)(=O)c2cc(C)c(Cl)cc2Cl)CC1	i
COc1ccc(NC(=O)Nc2ccc3c(c2)CC(=O)N3C)c(OC)c1	i
CCCCCCn1c(N2CCCCC2)nc2c1c(=O)[nH]c(=O)n2C	i
O=C(NCCOc1ccc2nnc(-c3ccc(F)cc3)n2n1)Nc1cc(F)ccc1F	i
Cn1c(=O)c2c(SCC(=O)NCc3ccc4c(c3)OCO4)ccnc2n(C)c1=O	i
CCn1nnc2c(=O)n(Cc3ccc(Br)cc3)cnc21	i
Cc1nc(N2CCC(C(N)=O)CC2)nc(Nc2ccc(F)cc2)c1[N+](=O)[O-]	i
COCCNC(=O)Nc1nc2c(SC)cccc2s1	i
O=C(C1c2ccccc2Oc2ccccc21)N(CCc1cccs1)Cc1cccnc1	i
COc1ccc(-c2ccc(=O)n(CCCC(=O)Nc3ccc(F)c(F)c3)n2)cc1OC	i
O=C(CCCn1nc(-c2ccc(F)cc2)ccc1=O)Nc1ccccc1-c1ccccc1	i
Cc1ccc(Cl)cc1NC(=O)c1ccc(N2CCCCS2(=O)=O)cc1	i
COc1ccc(OC)c(NC(=O)CN2C(=O)c3ccccc3S2(=O)=O)c1	i
OC(CNC1CCCCC1)COC12CC3CC(CC(C3)C1)C2 (stereo not given)	i
COc1cc(NC(=O)Cn2ccc3ccn(Cc4ccccc4C)c3c2=O)cc(OC)c1	i
COC(=O)c1ccc(C(=O)NCC(C)(O)c2ccc3c(c2)OCO3)cc1 (stereo not given)	i
O=C(NCC1CCN(C(=O)c2ccccc2F)CC1)c1ccc2nsnc2c1	i

Later entries.
SMILES	GIRK2 act
Cc1cc(C)nc(NC(=O)NCCCSc2nncn2C)n1	i
Cc1cccc2sc(N(CCN3CCOCC3)C(=O)c3cccc(S(C)(=O)=O)c3)nc12	i
Cc1nnc(CNC(=O)C(=O)NCc2cccs2)o1	i
CC(C)c1ccc(OCC(=O)N(Cc2ccsc2)Cc2ccccn2)cc1	i
Cc1noc(C2CN(C(=O)c3ccc(Cn4ccnc4)cc3)C2)n1	i
CCOC(=O)CNc1nnnc2c1cnn2-c1ccccc1	i
COc1ccccc1-c1nnc(NC(=O)CS(=O)(=O)Cc2ccccc2)o1	i
COc1ccc(OC)c2sc(NC(=O)C3CCCN(S(C)(=O)=O)C3)nc12 (stereo not given)	i
CS(=O)(=O)c1ccc2nc(N(CCc3cccs3)C(=O)CCc3ccccc3)sc2c1	i
Cc1nc2nc(C)c(CCC(=O)O)c(C)n2n1	i
Cc1ccc(-n2nc3c(c2NC(=O)C(=O)NCCCOC(C)C)CS(=O)(=O)C3)c(C)c1	i
O=S(=O)(Cc1ccccc1Cl)N(Cc1ccsc1)Cc1ccccn1	i
Cc1nc(-c2cccs2)c(CCC(=O)NCCc2ccccc2)s1	i
CCOC(=O)CC(=O)CSc1cc(C)c(C#N)c2nc3ccccc3n12	i
CCOC(=O)N1CCC(NC(=O)C2CCN(c3cc(Oc4ccc(CC)cc4)ncn3)CC2)CC1	i
COc1cccc(NC(=O)Nc2ccc3c(c2)CN(C(=O)C(C)C)CC3)c1OC	i
C=CCNC(=O)N1CCN(CC(F)(F)F)CC1	i
C#CCn1c(=NC(=O)c2cc(C)no2)sc2cc(Cl)ccc21	i
O=C(c1cnc2ccccc2n1)N1CC(c2nc(-c3ccsc3)no2)C1	i
COC(=O)N1CCc2c(sc(N)c2C(N)=O)C1	i
COc1ccc2c(NCc3ccc4c(c3)OCO4)c(C#N)cnc2c1	i
Cc1onc(-c2ccccc2Cl)c1C(=O)Nc1ccc2c(c1)N(C(=O)c1ccco1)CC2	i
O=C(O)CCSc1nnc(-c2cccs2)o1	i
CC(C)(C)NC(=O)N1CCC(CNS(=O)(=O)CCc2ccccc2)CC1	i
CCc1nnc2ccc(S(=O)(=O)N(Cc3ccccc3)c3ccccc3)cn12	i
COCCn1c(=NC(=O)CCS(=O)(=O)c2ccc(OC)cc2)sc2cc(F)cc(F)c21	i
O=C(CCCS(=O)(=O)c1ccccc1)Nc1ccc2sccc2c1	i
CCn1ccnc1N1CCN(Cc2cccc3ccccc23)CC1	i
COc1ccc(S(=O)(=O)NCCOc2ccc3nnc(C)n3n2)c(OC)c1	i
Cc1ccc(NC(=O)CSC2=NS(=O)(=O)c3ccccc32)cc1	i
O=C(NCc1n[nH]c(=O)c2ccccc12)c1ccc(=O)[nH]c1	i
CC(=O)Nc1ccc(C(=O)N2CCCN(CCn3nc(C)cc3C)CC2)cc1	i
COc1cn(CC(=O)NCCc2ccccc2)c(CSc2nnnn2C)cc1=O	i
O=C(NCCOc1ccc2nnc(-c3ccccc3)n2n1)Nc1ccccc1C(F)(F)F	i
O=C(CCCn1nc(-c2cccs2)ccc1=O)Nc1cccc(F)c1	i
CCOc1ccc(C(=O)Nc2ccc3c(c2)CCCN3S(C)(=O)=O)cc1OCC	i
O=C(Cn1c(=O)c2sccc2n(Cc2ccc([N+](=O)[O-])cc2)c1=O)NCc1ccco1	i
COc1ccc(-c2nnc3ccc(OCCNC(=O)c4ccccc4Cl)nn23)cc1	i
CCOC(=O)N1CCc2c(sc(NC(=O)c3ccnn3C)c2C(N)=O)C1	i
CC(=O)N1CC(C(=O)NCCc2ccc(Cl)cc2)C1	i
Cc1cccc(CC(=O)N2CCC(CN3CCN(C)CC3C)CC2)c1 (stereo not given)	i
COc1ccccc1S(=O)(=O)N1CCC(c2cccs2)CC1	i
CC(C)Sc1ccc(CC(=O)NCC2CCN(C(=O)Nc3ccc(F)cc3)CC2)cc1	i
O=C(Nc1ccccc1Br)c1n[nH]nc1Nc1cccc(Cl)c1	i
COc1cccc(NC(=O)CN2N=NC3C(=O)N(c4ccc(Br)cc4)C(=O)C32)c1 (stereo not given)	i
O=C(NCC1CCN(Cc2ccco2)CC1)c1c(F)cccc1F	i
COc1ccc(OC)c(Nc2nc(CC(=O)N3CCc4ccccc43)cs2)c1	i
COCC(=O)NCCOc1ccc2nnc(-c3ccccc3Cl)n2n1	i
COc1ccc(C(=O)NCC(c2cccc3ccccc23)N2CCOCC2)cc1OC (stereo not given)	i
COc1cccc(-n2c(=O)[nH]c3c(C(N)=O)nc(-c4ccccc4Cl)nc32)c1	i
Cc1cc(C(=O)NCC(O)c2cccn2C)no1 (stereo not given)	i
Cc1ccc(NC(=O)C(=O)NCCN2CCOC(c3ccccc3)C2)cc1F (stereo not given)	i
O=C(NCCN1CCOC(c2ccccc2)C1)C(=O)Nc1ccc(OC(F)(F)F)cc1 (stereo not given)	i
CCOc1ccc(C(=O)N2CCC3(CC2)C(=O)N(C)C(=O)N3C)cc1OCC	i
Cc1ccc(NC(=O)N2CCN(c3ccc(Nc4cccnc4)nn3)CC2)cc1C	i
O=C(c1ccc(Cl)c(Cl)c1)N1CCN(c2ccc(-c3ccco3)nn2)CC1	i
CCSc1nnc(-c2cc(C)oc2C)o1	i
CCC(=O)Nc1ccc(C(=O)NCCNC(=O)Nc2cc(F)ccc2F)cc1	i
CCCn1c(-n2nc(C)cc2C)nc2c1c(=O)n(CCN1CCOCC1)c(=O)n2C	i
O=C(Nc1ccc2c(c1)OCO2)N1CCN(CCn2cccn2)CC1	i

(listing goes on)
SMILES	GIRK2 act
NC(=O)C1CCN(C(=O)c2ccc(Oc3ncccn3)cc2)CC1	i
CN1C(=O)C(C)(C)COc2ccc(NS(=O)(=O)C3CCCCC3)cc21	i
CCOC(=O)Cc1csc(NC(=S)NC(=O)c2cccc([N+](=O)[O-])c2)n1	i
CCCS(=O)(=O)NCC1CCN(Cc2ccsc2)CC1	i
CCc1nnc2ccc(N3CCN(S(=O)(=O)c4ccc(F)cc4)CC3)nn12	i
Cc1cc(NC(=O)C(=O)NCC(c2ccco2)N(C)C)c2ccccc2n1 (stereo not given)	i
O=C(Nc1c2c(nn1-c1nc3ccccc3s1)CCC2)c1ccc([N+](=O)[O-])o1	i
Cc1cc(C)n(CCNC(=O)Cn2c3c(c4ccccc42)CCC3)n1	i
Nc1c(C(=O)NCc2ccccc2)nnn1-c1ccc(Br)cc1	i
Cc1cccc(NC(=O)CC2SC(=O)N(CC(=O)c3ccccc3)C2=O)c1 (stereo not given)	i
CC(=O)Nc1ccc(C(=O)NCCNC(=O)CC(c2ccccc2)c2ccccc2)cc1	i
COc1ccc(-c2cc3ccc4c(c3oc2=O)CN(C2CCS(=O)(=O)C2)CO4)c(OC)c1 (stereo not given)	i
CN(C)c1ccc(C(=S)NCCNC(=S)c2ccc(N(C)C)cc2)cc1	i
Cc1c(C(=O)NCc2ccco2)nnn1-c1ccc(Br)cc1	i
Cc1ccc2nc3c(cc(C(=O)NCc4ccco4)n3C)c(=O)n2c1	i

16 of the compounds above, as a markdown table.
| Compound | GIRK2 act |
| --- | --- |
| CCSc1nnc(-c2cc(C)oc2C)o1 | i |
| CCC(=O)Nc1ccc(C(=O)NCCNC(=O)Nc2cc(F)ccc2F)cc1 | i |
| CCCn1c(-n2nc(C)cc2C)nc2c1c(=O)n(CCN1CCOCC1)c(=O)n2C | i |
| O=C(Nc1ccc2c(c1)OCO2)N1CCN(CCn2cccn2)CC1 | i |
| NC(=O)C1CCN(C(=O)c2ccc(Oc3ncccn3)cc2)CC1 | i |
| CN1C(=O)C(C)(C)COc2ccc(NS(=O)(=O)C3CCCCC3)cc21 | i |
| CCOC(=O)Cc1csc(NC(=S)NC(=O)c2cccc([N+](=O)[O-])c2)n1 | i |
| CCCS(=O)(=O)NCC1CCN(Cc2ccsc2)CC1 | i |
| CCc1nnc2ccc(N3CCN(S(=O)(=O)c4ccc(F)cc4)CC3)nn12 | i |
| Cc1cc(NC(=O)C(=O)NCC(c2ccco2)N(C)C)c2ccccc2n1 (stereo not given) | i |
| O=C(Nc1c2c(nn1-c1nc3ccccc3s1)CCC2)c1ccc([N+](=O)[O-])o1 | i |
| Cc1cc(C)n(CCNC(=O)Cn2c3c(c4ccccc42)CCC3)n1 | i |
| Nc1c(C(=O)NCc2ccccc2)nnn1-c1ccc(Br)cc1 | i |
| Cc1cccc(NC(=O)CC2SC(=O)N(CC(=O)c3ccccc3)C2=O)c1 (stereo not given) | i |
| CC(=O)Nc1ccc(C(=O)NCCNC(=O)CC(c2ccccc2)c2ccccc2)cc1 | i |
| COc1ccc(-c2cc3ccc4c(c3oc2=O)CN(C2CCS(=O)(=O)C2)CO4)c(OC)c1 (stereo not given) | i |

Compound activity (PubChem BioAssay)

This is a subset; rates above refer to the full screens.
